High-throughput results: PubChem BioAssay, several laboratories
C-LANA FP: inhibitors of KSHV C-LANA binding to DNA, primary screen, biochemical, fluorescence polarization, FAM-LBS DNA, MBP-C-LANA, single point | inhibition, % at 9 µM | hit rate 0.078% among 340,000 | AID 504423, 2011;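 active = highest replicate inhibition at or above 60% at 9 µM, even if other replicates fall short; inactive = all replicates below 60% inhibition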;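 note: 0% = neutral control wells and 100% = 4 µM acridine orange control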
Cardiac RTF inh: cardiac RTF calcium sensitivity inhibitors, primary screen, biochemical, IANBD-TnC fluorescence, EC70 calcium. hit rate 0.12% among 340,000. AID 493244, 2011. inhibition, % at 7.15 µM. IANBD-labeled cardiac RTF, Ca2+ fluorescence;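 active = inhibition above the mean inhibition of all tested compounds plus 3 SD, cut at about 17% in these data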;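 note: assay run at fixed EC70 calcium of 1.6 mM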
CAL PDZ FP-1: CAL PDZ peptide-binding inhibitors, primary screen, biochemical, fluorescence polarization, Cer-tagged CAL PDZ, HTS | Golgi-associated PDZ and coiled-coil motif-containing protein (Homo sapiens), Q9HD26 | purified CAL PDZ, TMR-peptide fluorescence polarization, 1 h | inhibition, % at 20 µM | hit rate 0.02% among 330,000 | AID 504414, 2011;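 active = highest replicate inhibition of at least 40%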;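 note: plate controls were DMSO neutral control wells for no effect and unlabeled competitor peptide control wells for full effect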
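System: purified tagged CAL PDZ domain construct (CerCALP). Schedule: 1 h incubation at room temperature before polarization reading. Medium: 25 mM sodium phosphate pH 7.4, 150 mM NaCl, TCEP, IgG, Thesit. Read-out: percent inhibition from loss of millipolarization. Measured by: FP readout, S and P plane fluorescence. Probe or stimulus: fluorescent TMR peptide probe.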
Arrestin-AP2 inh: inhibitors of beta-arrestin/AP2 binding, primary screen, biochemical, GPCR trafficking, flow cytometry; beta-arrestin 1 C-terminal peptide binding to AP2 beta2-adaptin appendage (human); FITC-arrestin peptide / GST-AP2 beads; AP2 beta2 appendage carries R879A mutation; inhibition, % at 10 µM; hit rate 0.31% among 340,000; AID 504490, 2011;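 active = inhibition above a set limit, near 3 SD of compounds lacking own fluorescence, cut at about 54% in these data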;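 note: plate controls were DMSO wells for no effect and 5 µM unlabelled arrestin peptide for full effect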
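System: GST-AP2 R879A glutathione beads; medium: PBS, Tween 20 0.05%, BSA 0.1%; reagent: fluorescein-tagged arrestin peptide at 50 nM final; schedule: pre-incubation 12 min, peptide binding 1 h, room temperature; detection: flow cytometry, FL1 (488/535 nm); read-out: inhibition as reduced fluorescein signal on beads, percent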
V-ATPase pHluor: regulators of yeast V-ATPase proton pumping, primary screen, pHLuorin cytosolic pH fluorescence. S. cerevisiae. response, % at 10 µM. hit rate 0.37% among 350,000. AID 504577, 2011; in the data active = response mostly above about 7.3%, no sharp cut-off; inactive = mostly below about 5.4%; note: actives read high; inactives centre near 0; some compounds called inactive have numbers as strong as hits; reference of the scale not given here
NSD2 HMT inh: NSD2 histone methyltransferase inhibitors, primary screen, biochemical, AlphaScreen, single concentration, set 2; Histone-lysine N-methyltransferase NSD2 (Homo sapiens), O96028; NSD2 peptide methylation, 120 min; inhibition, % at 12.5 µM; hit rate 0.54% among 310,000; in the data active = inhibition above about 50%
DAGLB inh: DAGLB lipase inhibitors, primary screen, biochemical, fluorescence, HTS; Diacylglycerol lipase-beta (Homo sapiens), Q8NCG7; HEK293T DAGLB membrane lysate, EnzChek fluorogenic substrate; inhibition, % at 5.17 µM; hit rate 0.059% among 340,000; AID 504411, 2011; in the data active = inhibition above about 34%;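 note: 0% = enzyme with vehicle and 100% = wells lacking enzyme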
Target sequence (Q8NCG7 whole entry, looked up): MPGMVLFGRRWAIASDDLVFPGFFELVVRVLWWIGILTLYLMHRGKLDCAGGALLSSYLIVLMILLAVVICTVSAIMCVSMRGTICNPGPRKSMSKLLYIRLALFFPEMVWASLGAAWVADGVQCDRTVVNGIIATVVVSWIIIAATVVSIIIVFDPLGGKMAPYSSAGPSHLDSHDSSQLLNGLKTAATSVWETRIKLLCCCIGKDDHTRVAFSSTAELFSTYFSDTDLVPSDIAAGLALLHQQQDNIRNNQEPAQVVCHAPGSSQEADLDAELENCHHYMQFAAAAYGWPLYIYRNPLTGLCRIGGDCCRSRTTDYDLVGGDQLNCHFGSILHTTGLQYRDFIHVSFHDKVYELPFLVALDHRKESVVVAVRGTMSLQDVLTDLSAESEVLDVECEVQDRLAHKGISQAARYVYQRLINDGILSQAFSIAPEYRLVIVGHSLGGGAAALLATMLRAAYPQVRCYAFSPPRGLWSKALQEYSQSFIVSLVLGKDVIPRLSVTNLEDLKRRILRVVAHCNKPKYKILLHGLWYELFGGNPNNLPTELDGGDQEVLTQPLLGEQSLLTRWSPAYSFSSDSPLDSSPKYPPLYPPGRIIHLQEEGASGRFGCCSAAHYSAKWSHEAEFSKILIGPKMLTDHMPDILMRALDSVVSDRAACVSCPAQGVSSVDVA
CAL PDZ FP-2: untagged CAL PDZ binding inhibitors, primary screen, biochemical, fluorescence polarization, HTS; Golgi-associated PDZ and coiled-coil motif-containing protein (Homo sapiens), Q9HD26; purified CAL PDZ, TMR-peptide fluorescence polarization, 1 h; inhibition, % at 24.9 µM; hit rate 0.92% among 300,000; AID 602252, 2012;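 active = mean inhibition of at least 30% with at least half of replicates also reaching 30%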;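 note: 0% = DMSO neutral control and 100% = excess unlabeled competitor peptide PRC23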
DSG3 Ab inh: inhibitors of pemphigus antibody binding to DSG3, primary screen, biochemical, bead-based, flow cytometry, scFv-GFP; Desmoglein-3 (Homo sapiens), P32926; DSG3-coupled beads, scFv-anti-DSG3-GFP binding; stronger effect = lower value; binding (percent of control), % at 10 µM; hit rate 0.48% among 310,000; AID 588358, 2011;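 active = binding more than 3 SD below its plate's average and above zero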; note: some compounds called inactive have numbers as strong as hits
Keap1 Nrf2 FP: Keap1-Nrf2 protein-protein interaction inhibitors, primary screen, biochemical, fluorescence polarization, single point; AID 504523, 2011; Keap1 Kelch-Nrf2 peptide fluorescence polarization, 1536-well; Kelch-like ECH-associated protein 1 (Homo sapiens), Q14145; hit rate 0.15% among 340,000; inhibition, % at 9.4 µM; in the data active = inhibition above about 12%;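 note: human Keap1 Kelch domain with fluorescein labeled Nrf2 9mer peptide probe; 0% = neutral control wells and 100% = peptide positive control; higher means more block of Keap1 binding to Nrf2 peptide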
The depositor's hits bear a star; · = not tested or not shown.

SMILES	C-LANA FP	Cardiac RTF inh	CAL PDZ FP-1	Arrestin-AP2 inh	V-ATPase pHluor	NSD2 HMT inh	DAGLB inh	CAL PDZ FP-2	DSG3 Ab inh	Keap1 Nrf2 FP
Cc1ccc(C)c(N2N=C(C(=O)Nc3nccs3)CCC2=O)c1	5.4	8.6	-0.2	-1.7	2.4	1.8	2.0	-3.9	112.1	-5.8
CCCn1c(N)c(N(CCOC)C(=O)C(C)Oc2ccc(F)cc2)c(=O)[nH]c1=O (stereo not given)	0.2	-2.0	-1.9	-14.0	-0.7	-1.5	0.9	-4.0	96.2	-4.2
CC(=O)Nc1ccc(S(=O)(=O)N2CCN(S(=O)(=O)c3ccc(NC(C)=O)cc3)CC2)cc1	-2.3	0.8	-2.0	-4.8	2.5	·	0.9	3.6	103.3	-2.9
Cc1ccc(C(=O)Nc2ccc(N3CCN(C(=O)c4cccs4)CC3)cc2)c(Cl)c1	-0.7	-1.4	-1.8	5.3	-3.2	-3.9	0.9	3.0	96.7	-2.5
O=C(Nc1nccs1)c1cn(-c2ccccc2)nc1-c1ccccc1	-0.2	-1.6	-2.6	16.5	-1.1	2.3	-1.7	-4.1	174.1	3.1
Nn1c(SCc2cn3cc(Cl)ccc3n2)nnc1-c1ccncc1	1.1	4.3	0.1	17.3	-1.7	8.2	-1.0	-3.5	106.2	-5.2
CCCCc1ccc(S(=O)(=O)Nc2cc(C)on2)cc1	1.5	1.1	-0.8	2.5	-2.6	0.7	-0.2	-2.9	97.7	-6.3
Cc1cc(C)nc(SCC(=O)Nc2nccs2)n1	-1.1	3.8	-0.2	0.9	-82.1	0.3	0.6	-5.6	·	-3.7
CCOC(=O)C1(Cc2ccccc2)CCN(Cc2cc(OC)c3c(c2)OCO3)CC1	-2.2	-3.5	-2.1	1.4	0.0	0.7	-4.3	·	·	-2.3
Cc1csc(SCC(=O)NC(=O)c2ccccc2)n1	3.2	0.4	-2.6	34.6	-1.5	-2.1	-1.5	-0.8	93.0	0.6
CC1CCN(CC(=O)N2c3ccccc3CCc3ccccc32)CC1	0.7	-11.9	-0.7	26.2	5.5	2.8	0.8	·	106.8	1.0
CC1CCCCN1Cc1ccc(N(C)C)cc1 (stereo not given)	2.2	-11.2	-1.8	2.1	2.4	2.1	-0.7	-3.3	84.7	-0.5
Cc1ccc(S(=O)(=O)N2C(=O)CCC2C(=O)Nn2cnnc2)cc1 (stereo not given)	0.7	-11.6	-0.8	-2.0	-3.5	-1.6	0.5	·	101.4	4.0
CC(C(=O)Nc1ccccc1)C(=O)Nc1ccccc1	1.8	-7.2	-2.8	32.6	-2.5	-1.2	-1.3	-4.6	104.8	-1.1
Cc1ccc(-c2cc(-c3nnc(SCC(=O)N(C)CCC#N)n3N)c3ccccc3n2)cc1	1.2	5.9	-1.4	0.5	2.9	2.3	-2.2	0.2	100.6	-1.4
CCOC(=O)N1CCN(CC(=O)Nc2ccc(C)c(Br)c2)CC1	0.3	2.5	-2.2	-9.2	-1.9	-4.0	1.1	1.3	·	-2.6
O=C(/C=C/c1ccc(OCCCF)cc1)N1CCOCC1	0.0	-11.2	0.2	9.7	1.8	0.8	-5.5	-1.8	105.4	-2.1
COc1ccc(NS(=O)(=O)c2cc(NC(=O)c3cnc(C)cn3)ccc2N2CCCCC2)cc1	-1.4	-5.4	-1.9	-0.3	2.9	-1.1	-0.3	0.4	101.7	-5.4
CCCNC(=O)c1cccc(NC(=O)C(C)C)c1	-0.1	-3.9	-2.0	-2.9	-0.3	-8.1	0.8	-1.4	133.7	-0.7
CS(=O)(=O)N(CC(=O)NCC1CCCO1)c1cccc([N+](=O)[O-])c1 (stereo not given)	0.2	6.2	-0.4	-13.8	-4.3	-1.9	-2.0	·	101.2	-3.6
CCCCn1c(N)c(N(CC(C)C)C(=O)c2cc(-c3ccc(OC)c(OC)c3)nc3ccccc23)c(=O)[nH]c1=O	-1.9	-9.4	-0.8	45.1	9.0	0.6	4.9	1.1	95.3	2.0
CN(C(=O)CSc1nc2sc3c(c2c(=O)n1C)CCC3)C1CCS(=O)(=O)C1 (stereo not given)	-0.4	-4.9	0.0	0.5	-0.6	4.5	-0.8	-6.4	113.1	-6.2
Cc1ccc(C(=O)N2CCCC(c3ccccc3)=N2)cc1	-1.3	-4.8	0.5	44.6	-0.2	-2.5	-2.2	4.4	107.6	-2.9
Cc1cnc(NC(=O)c2cccc(S(=O)(=O)N3CCOCC3)c2)s1	-0.1	-7.2	-1.3	-9.6	4.4	0.4	-4.7	-3.4	101.1	-0.4
CN(C(=O)CSc1nnc(-c2ccc(Cl)cc2)n1CC1CCCO1)C1CCS(=O)(=O)C1 (stereo not given)	-0.4	2.3	0.4	-24.1	-1.8	-1.8	-0.2	-4.5	93.2	-3.6
CN(CC(=O)Nc1ccccc1Cl)C(=O)CCSc1ccc(F)cc1	1.8	-7.7	-3.4	-2.0	-0.7	-2.6	-0.1	-1.4	99.3	-3.1
CCN(CC(=O)Nc1ccccc1Br)Cc1nc2ccccc2c(=O)[nH]1	2.8	-4.3	-0.9	12.6	-6.2	1.7	2.2	-1.0	103.1	3.3
CCOC(=O)C(=O)C1=CN(Cc2ccccc2)C=C(C#N)C1	2.7	-9.3	-3.0	23.1	1.4	-1.4	1.1	-3.1	117.2	-3.7
Cn1cnnc1SCC(=O)NC(=O)NCc1ccccc1	0.7	6.3	-0.8	10.6	0.1	-1.3	-2.6	9.8	96.3	0.5
Cc1ccc(S(=O)(=O)NCC(c2ccc3c(c2)OCO3)N2CCN(c3ccccc3)CC2)cc1 (stereo not given)	0.8	-8.8	-1.6	-3.7	0.7	12.0	-3.7	-2.8	94.7	-0.9
O=[N+]([O-])c1ccc(Oc2ncccn2)cc1	·	·	·	2.0	-1.2	-1.5	·	·	112.0	·
CCOC(=O)N1CCN(C(=O)CSc2nnc(-c3cccs3)o2)CC1	1.2	2.2	0.3	16.9	0.0	·	-0.4	-3.0	111.2	-2.0
O=C(CCN1CCN(c2ccccc2)CC1)Nc1ccccc1	1.2	-8.8	-5.3	17.5	0.1	-1.0	-2.3	-1.1	101.0	-10.7
O=C(NCc1ccc(OC(F)(F)F)cc1)C1CC(c2c(Cl)cccc2Cl)=NO1 (stereo not given)	1.6	3.3	-0.8	2.7	2.1	·	-19.2	-1.2	92.7	-0.3
CCCCn1c(=O)[nH]c(=O)c2c1nc(-c1ccc([N+](=O)[O-])cc1)n2CC	2.0	-21.7	-1.5	-7.0	4.0	7.0	1.2	-2.7	107.5	-6.3
O=C(CNC(=O)c1ccc2c(c1)OCCO2)N=Nc1c(O)[nH]c2ccccc12	0.5	6.1	-3.3	-7.7	2.3	-1.3	2.1	-1.9	·	-3.5
CCOCCOC(=O)C1=C(C)NC(=O)NC1c1ccc2c(c1)OCO2 (stereo not given)	-1.0	4.3	4.8	25.0	-1.2	-0.8	-1.5	-2.8	115.1	4.0
Cc1cc(Br)c(NC(=O)C(C)Sc2nnnn2C)c(Br)c1 (stereo not given)	-0.3	-8.8	-1.1	-11.2	0.0	26.5	-1.7	3.2	103.9	-0.7
CNC(=S)NNc1nc(-c2ccccc2)c2cc(Cl)ccc2n1	-1.1	10.0	-1.3	26.4	-2.6	1.9	-1.1	-3.6	110.1	-4.0
CCC1=NN2C(=N)/C(=C\c3ccc(OCc4cc(=O)n5nc(CC)sc5n4)c(OC)c3)C(=O)N=C2S1	-0.5	3.7	-3.7	-3.9	-25.9	18.2	0.7	-6.3	61.8*	-4.5

Quoted at random: 4 compounds from above
SMILES	C-LANA FP	Cardiac RTF inh	CAL PDZ FP-1	Arrestin-AP2 inh	V-ATPase pHluor	NSD2 HMT inh	DAGLB inh	CAL PDZ FP-2	DSG3 Ab inh	Keap1 Nrf2 FP
CCCCn1c(=O)[nH]c(=O)c2c1nc(-c1ccc([N+](=O)[O-])cc1)n2CC	2.0	-21.7	-1.5	-7.0	4.0	7.0	1.2	-2.7	107.5	-6.3
CCOCCOC(=O)C1=C(C)NC(=O)NC1c1ccc2c(c1)OCO2 (stereo not given)	-1.0	4.3	4.8	25.0	-1.2	-0.8	-1.5	-2.8	115.1	4.0
CCC1=NN2C(=N)/C(=C\c3ccc(OCc4cc(=O)n5nc(CC)sc5n4)c(OC)c3)C(=O)N=C2S1	-0.5	3.7	-3.7	-3.9	-25.9	18.2	0.7	-6.3	61.8*	-4.5
CNC(=S)NNc1nc(-c2ccccc2)c2cc(Cl)ccc2n1	-1.1	10.0	-1.3	26.4	-2.6	1.9	-1.1	-3.6	110.1	-4.0

The listing continues:
SMILES	C-LANA FP	Cardiac RTF inh	CAL PDZ FP-1	Arrestin-AP2 inh	V-ATPase pHluor	NSD2 HMT inh	DAGLB inh	CAL PDZ FP-2	DSG3 Ab inh	Keap1 Nrf2 FP
COc1cccc(C(=O)Nc2cnc(NC(=O)c3ccco3)cc2C)c1	-0.2	-2.2	-2.6	4.6	2.7	0.4	0.1	-2.8	90.1	-2.5
CC(C)CN1CCC(C(=O)NCC2CCCO2)CC1 (stereo not given)	0.5	8.4	0.6	10.0	-1.4	-1.3	-1.7	-1.4	111.8	-1.1
COc1cccc(NC(=O)CN(C)C(=O)c2ccc(-n3cncn3)c([N+](=O)[O-])c2)c1	0.7	0.3	-0.6	18.1	-0.5	4.1	-1.5	1.8	·	-1.7
O=C(CN1C(=O)S/C(=C\c2ccccc2)C1=O)NC1CCS(=O)(=O)C1 (stereo not given)	0.2	2.5	-2.7	-6.8	-1.8	0.9	3.7	-3.4	·	-0.7
Cc1cc2nccc(-c3ccco3)n2n1	0.0	-7.5	0.1	-4.5	-4.0	-3.8	-0.2	-2.1	97.9	-1.3
COc1ccc(Cl)cc1N=Cc1c(O)c2ccccc2oc1=O	-0.3	1.1	-1.4	-18.6	-2.0	-12.7	1.8	3.5	111.6	-5.4
C#CCOCCOCCOCCNc1nc(N2CCN(C(=O)[C@H]([C@@H](C)O)n3cc(CCCCN)nn3)CC2)nc(N2CCN(C(=O)[C@H](CCCCN)n3cc(CC(C)O)nn3)CC2)n1 (stereo not given in full)	0.8	0.8	0.0	34.1	-2.3	·	-0.9	-20.6	104.7	0.0

Some of the compounds tested; rates above refer to the full screens.
